EphA4 KYL inhibition: EphA4 ligand-binding antagonists – biochemical, colorimetric, mouse EphA4, primary screen (AID 689). EphA4-AP binding to KYL peptide, pNPP A405; higher % means a stronger effect. one-dose inhibition, % at 10 µM; IC50 in µM for titrated hits. 0.1% of 62,000 active; in the data active = a potency from the dose series; inactive = the rest, 99 in 100 with inhibition below about 22%
The depositor's hits bear a star; & = joins results of further samples. These rows are one share of the data; the hit share may differ from the screen's.

SMILES	EphA4 KYL inhibition
CCOc1ccccc1NC(=O)C(=O)NCc1ccccn1	-11%
CC(C)CN(CC(C)C)c1nnc(NC(=O)Cn2c(=O)oc3ccccc32)s1	-9%
O=C(CCS(=O)(=O)c1cccc2nsnc12)NC1CCCCCC1	-18%
COC(=O)c1ccc(NC(=S)NC(=O)/C=C/c2ccc(Br)cc2)cc1	6%
CCc1cccc2c(C(=O)CSc3nnc(-c4ccoc4C)n3C)c[nH]c12	13µM*
CC(C)C(C)(C#N)NC(=O)CSc1nc2scc(-c3ccco3)c2c(=O)n1-c1ccccc1 (stereo unspecified)	-12%
COC(=O)c1ccc(/C=C/C(=O)c2ccc(OC)c(OC)c2)cc1	-9%
CC(C)NS(=O)(=O)c1ccc(OCC(=O)NCc2ccccc2)cc1	-10%
CCSC1=C(C#N)C2(CCCCC2)C(C#N)C(=O)N1 (stereo unspecified)	-5%
COc1ccc(-c2cc(C(=O)NCc3ccccc3)c3ccccc3n2)cc1	-4%
Cc1ccc(-c2nc3ccccc3o2)cc1NC(=S)NC(=O)/C=C/c1ccco1	-20%
O=C(C1=C(O)C(=O)N(c2ncccn2)C1c1ccc(Cl)cc1)c1ccco1 (stereo unspecified)	3%
O=C(c1cc2ccccc2o1)N1CCN(c2ccccc2Cl)CC1	-3%
COC(=O)c1cc(OC)c(OC)cc1NC(=O)c1c(-c2ccccc2Cl)noc1C	-4%
CCCCCCCCn1cc(C(C)=O)c(=O)[nH]c1=O	-9%
COCC(=O)NCc1ccc2c(c1)OCO2	-8%
Nn1c(Nc2ccccc2)nc2ccccc2c1=O	-22%
Cc1cc(C)cc(OCC(=O)NNC(=O)c2cc(C)[nH]n2)c1	-18%
CCOC(=O)Nc1ccc2c(c1)Sc1ccccc1N2C(=O)CCN1CCOCC1	-12%
CC(C(=O)Nc1cc(C(F)(F)F)ccc1N1CCOCC1)N1C(=O)C2CC=CCC2C1=O (stereo unspecified)	-19%
O=C1NC(c2ccccc2)=C(c2ccc3ccccc3n2)C(c2ccc([N+](=O)[O-])cc2)N1 (stereo unspecified)	-2%
CCOC(=O)Cn1c(N)c(C(=O)OC)sc1=S	-8%
CSc1ccc(S(=O)(=O)NCCSc2ccccn2)cc1	12%
CC(=O)NCCc1nc2ccccc2n1Cc1ccc(C)cc1	-9%
CC(C)Nc1cc(N2CCCC2)ccc1[N+](=O)[O-]	-14%
COc1ccccc1/C=C/C(=O)c1c(-c2ccccc2Cl)c2cc(Br)ccc2[nH]c1=O	-9%
COc1ccccc1CNC(=O)c1ccccc1N	-19%
N#Cc1c(NC(=S)NC(=O)Cc2cccs2)sc2c1CCCCC2	-8%
O=c1nc(-c2ccccc2)cc(C(F)(F)F)[nH]1	-9%
Cc1ccc(/C(N)=N/OC(=O)CCC2CCCCC2)cc1	-8%
COc1cccc(C(NC(=O)c2ccccc2F)NC(=O)c2ccccc2F)c1	1%
Cc1nc2ccccc2c(=O)n1NC(=O)c1ccccc1Cl	-7%
O=C(OCC#CCSc1nnc(-c2cccc3ccccc23)o1)c1cccs1	5%
NC(=O)c1cc(S(=O)(=O)NC2CCCCC2)co1	-10%
O=C(CN1C(=O)C2CC=CCC2C1=O)NCC1COc2ccccc2O1 (stereo unspecified)	-2%
COc1ccc(C2=C/C(=C/c3cccs3)C(=O)O2)cc1	-7%
COc1ccc(/C(O)=C2\C(=O)C(=O)N(CCc3ccccc3)C2c2cccc(F)c2)cc1 (stereo unspecified)	-10%
CN1CCN(C(=O)c2cn(C)c3ccc(S(=O)(=O)N(C)C4CCCCC4)cc3c2=O)CC1	5%
Cc1ccc(OCC(=O)Oc2ccc(C(=O)c3ccccc3)cc2C)c(C)c1	8%
Cc1ccc(-c2nnn(CC(=O)N(c3ccccc3F)C(CC(C)C)C(=O)NCC3CCCO3)n2)cc1 (stereo unspecified)	-6%
O=C(Nc1ccc2c(c1)OCO2)c1cc2nc(C3CC3)cc(C(F)(F)F)n2n1	2%
CCOc1ccc(CCNC(=O)CCCN2C(=O)c3ccccc3C2=O)cc1OCC	-16%
COC(=O)c1[nH]c2ccc(Cl)cc2c1NC(=O)Oc1ccccc1	-9%
N#Cc1nc(Cc2cccc3ccccc23)oc1N1CCCCC1	4%
O=C(O)Cc1nc2nc3c(c(=O)n2[nH]1)CCCC3	-1%
C/C(=N\N=C1\NC(=O)C(CC(=O)Nc2ccc(C)c(Cl)c2)S1)C(C)C (stereo unspecified)	2%
O=C(c1ccc(Cl)c(S(=O)(=O)Nc2ccc(F)cc2)c1)N1CCN(c2ccccn2)CC1	-19%
CC(=O)Nc1ccc(NC(=O)/C(Cl)=C/c2ccccc2)cc1	-13%
CC(NC(=O)C1(C)CC1(Br)Br)C(C)(C)C (stereo unspecified)	-8%
Cc1ccc(C)c(NS(=O)(=O)c2cc(Br)cnc2N)c1	-6%
O=C(Nc1ccccc1)N1CCSCC1	-2%
NC(=O)c1ccsc1NC(=O)COC(=O)Cc1cccc2ccccc12	14%
CCOC(=O)c1c(C)n(C)c2ccc(OCC(O)CN3CCC(C)CC3)cc12 (stereo unspecified)	-13%
CCOC(=O)c1nn(C23CC4CC(CC(C4)C2)C3)c2c1C(=O)N(c1ccc(C)cc1)C2=O	-2%
COc1cccc(NC(=O)CNC(C)CCC(C)C)c1 (stereo unspecified)	-5%
Cc1ccc(C)n1-c1ccc2c(c1)COC2=O	6%
CCOC(=O)c1ccc2c(c1)nc(C1CCN(S(=O)(=O)c3cccs3)CC1)n2CC	0%
Cc1oc2c(c(=O)c1C)C(=O)CC(c1ccccc1)C2 (stereo unspecified)	-2%
COc1cccc(C2=NOC(C(=O)N3CCOCC3)C2)c1 (stereo unspecified)	-12%
Cc1cc(Nc2ccc(F)cc2C)n2nc(C)nc2n1	-7%

(continued)
SMILES	EphA4 KYL inhibition
COc1ccccc1N1CCN(C/C=C/c2ccc(N(C)C)cc2)CC1	10%
Cn1c(-c2ccc(F)cc2)cnc1NCc1ccc(C#N)cc1	4%
C=CCn1c(=O)c2ccccc2n2c(Sc3nnnn3-c3ccccc3)nnc12	-16%
O=C(O)C1CCN(S(=O)(=O)N2CCOCC2)CC1	-10%
O=C(NCCN1CCOCC1)C1CCN(c2nc3ccccc3o2)CC1	-5%
COc1ccc(C(C(=O)NC2CCCCC2)N(C(=O)CCCC(=O)Nc2ccccn2)c2ccc3c(c2)OCCO3)cc1 (stereo unspecified)	-15%
COc1ccc2c(Cl)c(C(=O)NC3CCS(=O)(=O)C3)sc2c1 (stereo unspecified)	-1%
COC(=O)c1ccc2[nH]c(C)cc(=O)c2c1	-3%
Cc1nc(NC(=O)c2ccccc2)sc1-c1csc(Nc2ccc(Cl)cc2Cl)n1	-6%
CC(NC(=O)C1CCCC1)c1ccc2c(c1)OCCO2 (stereo unspecified)	-2%
Cc1cc(C)nc(NS(=O)(=O)c2ccc(N3C(=O)C4CC=C(Cl)CC4C3=O)cc2)n1 (stereo unspecified)	-3%
COCc1[nH]nc2c1C(c1ccccc1F)C(C#N)=C(N)O2 (stereo unspecified)	-14%
O=S(=O)(NCc1cn2ccsc2n1)c1cccs1	7%
COc1ccc2c(c1)CCc1sc(NC(=O)c3ccco3)nc1-2	3%
O=C(Oc1cccc(-c2cnc3ccccc3n2)c1)c1ccco1	1%
O=S(=O)(c1cccc(C(F)(F)F)c1)N(CCCN1CCOCC1)Cc1cccs1	19%
Cc1cccc(C)c1NC(=O)c1ccc2c(c1)OCCO2	2%
O=C(Cn1c(=O)oc2cc(S(=O)(=O)N3CCCC3)ccc21)Nc1cccc(C(F)(F)F)c1	5%
CCCn1c(=N)n(CC(=O)OCC)c2ccccc21	-5%
O=C(Nc1ccc(F)cc1)c1ccc(-n2ccnc2)nc1	-11%
CCOc1ccc(C(=O)N/N=C/c2cccc3cccnc23)cc1	5%
CC(C)N1CC(O)=C(c2nc3ccccc3[nH]2)C1=N	7%
CC1CCC(C(C)C)C(OC(=O)CSc2nccc(=O)[nH]2)C1 (stereo unspecified)	-1%
Cc1sc2nc(C(C)C)nc(SCC(=O)N3CCN(C(=O)c4ccco4)CC3)c2c1C	10%
N#C/C(=C(/O)CN1CCN(c2ccccc2F)CC1)c1nc(-c2ccc(Cl)cc2)cs1	-5%
CCC(C)Sc1nnc(-c2c[nH]c3ccccc23)n1CCOC (stereo unspecified)	4%
COc1cc2c(cc1OC)CN(S(C)(=O)=O)CC2	-9%
Cc1cc(-c2ccccc2)nc2cc(C(=O)Nc3ccc(Cl)cc3)nn12	2%
CN1CCN(C(=S)Nc2ccc([N+](=O)[O-])cc2)CC1	-1%
COc1ccc2oc(=O)c(C(=O)Nc3ccccc3C(=O)O)cc2c1	-10%
C/C(=N\OC(=O)c1ccccc1F)c1nccs1	-4%
COc1ccc(NC(=O)Cn2cc(C(=O)c3ccco3)c3ccccc32)cc1	-7%
COc1cc(NC(=O)c2cc3nc(C4CC4)cc(C(F)(F)F)n3n2)c(OC)cc1Cl	-4%
COc1cc2nc(COc3ccc(C#N)cc3)n(CC#N)c(=O)c2cc1OC	-5%
C=CCn1c(C)c(C(C)=O)c(SC)nc1=S	-5%
COC(=O)C(CC(C(=O)OC)C(=O)OC)C(=O)OC	-4%&-10%
O=C(CCN1C(=O)COc2ccccc21)NCCCN1CCN(c2ccc(F)cc2)CC1	2%
COc1ccc(C(=O)Nc2ccc(OCc3ccccc3)cc2)cc1[N+](=O)[O-]	-7%
O=C(CCN1C(=O)c2ccccc2C1=O)N(CCO)Cc1ccccc1	-2%
O=C(O)CC(c1ccc(Cl)cc1)n1cccc1 (stereo unspecified)	-9%
COCCn1c(=N)c(C(=O)NCc2ccco2)cc2c(=O)n3ccccc3nc21	-13%
COCCNC(=O)CN(CCc1ccccc1)S(=O)(=O)c1ccc(OC)cc1	-12%
Cc1cccc(NC(=O)C(=O)NCc2ccc3c(c2)OCO3)c1C	-11%
CN(C1CCCCC1)S(=O)(=O)c1ccc(NC(=S)NC(=O)c2cccs2)cc1	5%
COC(=O)Nc1nnc(-c2ccccc2Cl)s1	-3%
CN(C)c1nc2c(c(=O)[nH]c(=O)n2C)n1Cc1ccccc1Br	-5%
Cc1c(Cl)cccc1N(CC(=O)N1CCCCCC1)S(C)(=O)=O	4%
C=CCC(=O)OCC(=O)Nc1ccc(Oc2ccccc2)cc1	-18%
CCOC(=O)C(C)C1(O)c2ccccc2-c2ncccc21 (stereo unspecified)	-4%
CC(NC(=O)Cc1ccsc1)c1ccc(S(N)(=O)=O)cc1 (stereo unspecified)	-4%
CC(Oc1ccccc1F)C(=O)/C=C/N(C)C (stereo unspecified)	-5%
COCc1ccc(O)c2ncccc12	-13%
COc1cccc(C2=NOC(C(=O)NCc3ccc(F)cc3)C2)c1 (stereo unspecified)	-15%
CCCCCCn1c(N2CCN(c3cccc(Cl)c3)CC2)nc2c1c(=O)[nH]c(=O)n2C	-2%
CC1CN(C)C(C)CC1NCc1ccc2c(c1)OCO2 (stereo unspecified)	-2%
Cc1ccc(C(=O)ONc2ccc(N=NC(=O)c3ccccc3O)cc2)cc1	-4%
CCOc1ccc(CCNC(=O)CN2CCN(Cc3ccccc3F)C2=O)cc1OCC	-8%
CCOC(=O)c1ccc(NC(=S)NCCCN2CCCCC2)cc1	-5%
CN(CCNC(=O)c1cn(C)c2ccc(S(=O)(=O)N3CCCC3)cc2c1=O)CCc1ccccc1	-18%
CC(NC(=O)C1CCCO1)c1ccccc1 (stereo unspecified)	-12%

Continued.
SMILES	EphA4 KYL inhibition
COc1cccc2cc(C(=O)NNC(=O)c3ccc(Br)cc3)c(=O)oc12	8%
COc1ccc(OC)c(N=c2oc3c(OC)cccc3cc2C(=O)NCc2ccco2)c1	-9%
COc1ccc2nc(C)cc(SCC(=O)NNC(=O)COc3ccc(C)cc3)c2c1	0%
Cc1cccc(NC(=S)NC(=O)c2cccs2)n1	1%
CCOc1ccc(C(=O)NCC(=O)OCC(=O)N2C(C)CCCC2C)cc1 (stereo unspecified)	-14%
COc1cccc(Nc2nc3ccccc3n3cnnc23)c1	-13%
Cc1cccc(OCCOC(=O)C2CCN(S(=O)(=O)c3cccs3)CC2)c1	6%

Structures listed so far with a Cl atom:
SMILES	EphA4 KYL inhibition
O=C(C1=C(O)C(=O)N(c2ncccn2)C1c1ccc(Cl)cc1)c1ccco1 (stereo unspecified)	3%
O=C(c1cc2ccccc2o1)N1CCN(c2ccccc2Cl)CC1	-3%
COC(=O)c1cc(OC)c(OC)cc1NC(=O)c1c(-c2ccccc2Cl)noc1C	-4%
COc1ccccc1/C=C/C(=O)c1c(-c2ccccc2Cl)c2cc(Br)ccc2[nH]c1=O	-9%
Cc1nc2ccccc2c(=O)n1NC(=O)c1ccccc1Cl	-7%
COC(=O)c1[nH]c2ccc(Cl)cc2c1NC(=O)Oc1ccccc1	-9%
C/C(=N\N=C1\NC(=O)C(CC(=O)Nc2ccc(C)c(Cl)c2)S1)C(C)C (stereo unspecified)	2%
O=C(c1ccc(Cl)c(S(=O)(=O)Nc2ccc(F)cc2)c1)N1CCN(c2ccccn2)CC1	-19%
CC(=O)Nc1ccc(NC(=O)/C(Cl)=C/c2ccccc2)cc1	-13%
COc1ccc2c(Cl)c(C(=O)NC3CCS(=O)(=O)C3)sc2c1 (stereo unspecified)	-1%
Cc1nc(NC(=O)c2ccccc2)sc1-c1csc(Nc2ccc(Cl)cc2Cl)n1	-6%
Cc1cc(C)nc(NS(=O)(=O)c2ccc(N3C(=O)C4CC=C(Cl)CC4C3=O)cc2)n1 (stereo unspecified)	-3%
N#C/C(=C(/O)CN1CCN(c2ccccc2F)CC1)c1nc(-c2ccc(Cl)cc2)cs1	-5%
Cc1cc(-c2ccccc2)nc2cc(C(=O)Nc3ccc(Cl)cc3)nn12	2%
COc1cc(NC(=O)c2cc3nc(C4CC4)cc(C(F)(F)F)n3n2)c(OC)cc1Cl	-4%
O=C(O)CC(c1ccc(Cl)cc1)n1cccc1 (stereo unspecified)	-9%
COC(=O)Nc1nnc(-c2ccccc2Cl)s1	-3%
Cc1c(Cl)cccc1N(CC(=O)N1CCCCCC1)S(C)(=O)=O	4%
CCCCCCn1c(N2CCN(c3cccc(Cl)c3)CC2)nc2c1c(=O)[nH]c(=O)n2C	-2%

Bioassay records: PubChem BioAssay, Sanford-Burnham Center for Chemical Genomics
